ERG-DNA inh = qHTS for Small Molecule Inhibitors of the ERG Ets/DNA interaction; Potency, µM (series often up to 76.9 µM), without a hit: top-dose FP activity, negative = inhibition, actives largely listed as inhibitors; 370,000 compounds, 0.028% hits; Transcriptional regulator ERG (Homo sapiens), P11308; fluorescence polarization, His-ERG Ets domain / labelled DNA; AID 624246, 2012; active = well fitted inhibition curve with a large enough effect in the polarisation, with a control signal flat; inconclusive = small, poorly fitted or top-dose-only effect, or effect the other way, or a change in a side signal; inactive = no such curve, though single readings can be large or run the other way; the % refers to the polarisation;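 also: polarization taken with two DNA probes labelled with fluorescein and Texas red; potency is read from the fitted curve at half-maximal effect; % of control where 0% means no effect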
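His-tagged ERG Ets domain (1 uM in the protein solution; 300mM KCl, 50mM Tris-HCl, 1mM EDTA, 1mM DTT, pH 7.5) received compound, then a probe mix of 5 nM fluorescein-DNA and 100nM Texas-615-DNA. Fluorescence polarization was read for both dyes.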
RGS4 inh = Inhibitors of Regulator of G Protein Signaling (RGS) 4: qHTS. Transcreener GDP fluorescence polarization, RGS4-accelerated GTP hydrolysis. Potency, µM (top dose mostly 114 µM), without a hit: at the highest dose activity change, negative = inhibition, usual class: inhibitors. 390,000 compounds, 0.039% hits. AID 504845, 2011; also: potency is read from the fitted curve at half-maximal effect; % is scaled to controls: 0 for no effect and ±100 for the full control effect; nearly all actives have a fitted effect of over 75% in size; some results filed as inactive show a strong effect at the top dose
Target sequence (P49798 whole entry, looked up): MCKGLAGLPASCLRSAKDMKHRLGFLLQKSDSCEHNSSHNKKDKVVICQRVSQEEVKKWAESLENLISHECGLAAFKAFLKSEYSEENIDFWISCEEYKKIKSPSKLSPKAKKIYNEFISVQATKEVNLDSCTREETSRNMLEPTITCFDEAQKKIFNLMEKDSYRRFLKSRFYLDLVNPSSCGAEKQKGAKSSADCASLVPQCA
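MLSMR compounds (23 nl, pin-transferred) preincubated 10 min at room temperature with a 500nM (2x) first reagent, then RGS4 at 900nM (2x) plus Transcreener GDP mix added; fluorescence polarization (620/688 nm) read before and after 90 min at 30 °C.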
Anesthetic bind = qHTS Assay for Identification of Novel General Anesthetics | Ferritin light chain (Equus caballus), P02791 | apoferritin/1-aminoanthracene competitive binding, fluorescence | Potency, µM (doses to about 77.5 µM), for the others: at the highest dose activity change, negative = displacement, usual class: inhibitors | 350,000 compounds, 0.074% hits | AID 485281, 2010; also: potency is read from the fitted curve at half-maximal effect; % is scaled to controls: 0 for no effect and ±100 for the full control effect; nearly all actives have a fitted effect of over 20% in size
Target sequence (P02791 2-175 limits assumed): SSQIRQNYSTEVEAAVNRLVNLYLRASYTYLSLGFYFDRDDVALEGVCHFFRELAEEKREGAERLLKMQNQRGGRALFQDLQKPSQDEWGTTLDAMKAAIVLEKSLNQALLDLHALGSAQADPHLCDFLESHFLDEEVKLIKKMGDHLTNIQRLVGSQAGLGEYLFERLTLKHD
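Horse-spleen apoferritin (10 uM) in 50% saturated 1-aminoanthracene in PBS was incubated 10 min at room temperature with compound. Fluorescence (ex 380, em 535 nm) was normalized to free and bound 1-AMA, with concentration-response fitted by a four-parameter Hill equation.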
LDHA inh = qHTS assay for inhibitors of human lactate dehydrogenase; L-lactate dehydrogenase A chain (Homo sapiens), P00338; purified LDHA, NADH/diaphorase-resazurin fluorescence; stronger effect = lower value; activity change, % (values are at about 110 or 230 µM); 480,000 compounds, 0.15% hits; AID 1347041, 2019; in the data active = activity change below about -30%; inconclusive = mostly about -25% to -30%;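 also: plate controls were DMSO wells for no effect and wells without enzyme for full effect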
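Human LDH5 at 2 nM final in Tris HCl pH 7.4 with 0.06 mM NADH and 0.2 mM pyruvate, reacted 5 minutes at room temperature. Remaining NADH coupled via diaphorase/resazurin; resorufin fluorescence read at 0 and 20 minutes, normalized to enzyme-free and DMSO wells.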
POLB inh = qHTS Assay for Inhibitors of DNA Polymerase Beta. P06746. Pol beta primer extension/strand displacement, fluorescence kinetic. Potency, µM (titrated, usually from 114 µM), without a hit: top-dose activity change, negative = inhibition, actives largely listed as inhibitors. 340,000 compounds, 1.3% hits; also: potency is read from the fitted curve at half-maximal effect; % is scaled to controls: 0 for no effect and ±100 for the full control effect
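Pol beta (10 nM) and compounds were preincubated 15 min at room temperature, then 50 nM substrate (final) started primer extension/strand displacement. Reads were taken at 0 and 10 min; concentration-response data were fitted to a four-parameter Hill equation.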
ALOX12 inh = Primary qHTS assay for inhibitors of human arachidonate 12S-lipoxygenase (ALOX12): Round 2 | Polyunsaturated fatty acid lipoxygenase ALOX12 (Homo sapiens), P18054 | purified 12hLO, xylenol orange hydroperoxide absorbance | Potency, µM (top dose mostly 108 µM), inactives show at the top dose activity change, negative = inhibition, usual class: inhibitors | 580,000 compounds, 1.1% hits | AID 1671190, 2021; also: potency is read from the fitted curve at half-maximal effect; % is scaled to controls: 0 for no effect and ±100 for the full control effect
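Hydroperoxide product was detected by ferrous iron/xylenol orange as the 573 to 405 nm absorbance ratio. Arachidonic acid at 40 uM (final) was turned over for 30 min at room temperature by 150 nM human 12hLO, pH 7.0 Hepes buffer, after 15 min compound preincubation.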
APEX1 inh = qHTS Assay for Inhibitors of the Human Apurinic/apyrimidinic Endonuclease 1 (APE1) | recombinant APE1, TAMRA/BHQ-2 abasic DNA cleavage fluorescence | 350,000 compounds, 0.35% hits | Potency, µM (titrated, usually from 65.8 µM), without a hit: top-dose activity change, negative = inhibition, hits mostly inhibitors;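 also: potency is read from the fitted curve at half-maximal effect; plate controls were vehicle for no effect and reference inhibitor for full effect; nearly all actives have a fitted effect of over 55% in size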
Target sequence (P27695 whole entry, looked up): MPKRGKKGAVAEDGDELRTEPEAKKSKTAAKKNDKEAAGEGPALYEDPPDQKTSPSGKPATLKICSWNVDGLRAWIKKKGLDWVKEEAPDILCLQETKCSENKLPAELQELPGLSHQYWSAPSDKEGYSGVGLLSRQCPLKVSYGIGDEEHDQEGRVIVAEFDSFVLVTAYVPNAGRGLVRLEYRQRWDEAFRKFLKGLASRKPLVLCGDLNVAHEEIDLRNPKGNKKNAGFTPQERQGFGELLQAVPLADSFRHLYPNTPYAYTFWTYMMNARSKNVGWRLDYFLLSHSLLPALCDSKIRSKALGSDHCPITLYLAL
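Kinetic fluorescence read (525 ex/598 em nm, three reads 60 s apart) of AP-site incision; signal = third minus first read. Enzyme 0.75 nM, dual-labelled THF duplex 50 nM, compound preincubation 15 min RT.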
POLH inh = qHTS for Inhibitors of Polymerase Eta; recombinant Pol eta, fluorescent DNA replication assay; AID 588591, 2011; DNA polymerase eta (Homo sapiens), Q9Y253; Potency, µM (series often up to 114 µM), without a hit: at the highest dose activity change, negative = inhibition, usual class: inhibitors; 390,000 compounds, 1.2% hits; also: potency is read from the fitted curve at half-maximal effect; % is scaled to controls: 0 for no effect and ±100 for the full control effect
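Fluorescent replication assay: 50 nM final substrate added after a 15 min room-temperature compound preincubation with 10 nM enzyme. Signal taken at 0 min and again at 10 min.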
POLK inh = qHTS for Inhibitors of Polymerase Kappa | DNA polymerase kappa (Homo sapiens), Q9UBT6 | purified Pol kappa, fluorescent DNA synthesis assay, 10 min | Potency, µM (titrated, usually from 107 µM), inactives show at the top dose activity, negative = inhibition, most hits filed as inhibitors | 400,000 compounds, 0.53% hits | AID 588579, 2011; also: potency is read from the fitted curve at half-maximal effect; % is scaled to controls: 0 for no effect and ±100 for the full control effect
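10 nM Pol kappa was preincubated with compounds for 15 min at room temperature. Reaction started with 50 nM (final) substrate. Fluorescence read kinetically at 0 and 10 min.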
An asterisk follows results filed as active; ? = inconclusive; / = not tested or not shown; & = joins results of further samples; [ ] = remark or other dose. Unless noted, calls follow the shape of the dose curve; as a rule, active = well fitted curve in the direction sought with a large enough effect; inconclusive = small, poorly fitted or top-dose-only effect, or another doubt; inactive = no such curve, though single readings can be large; an effect the other way counts as inactive or inconclusive.

Compound	ERG-DNA inh	RGS4 inh	Anesthetic bind	LDHA inh	POLB inh	ALOX12 inh	APEX1 inh	POLH inh	POLK inh
O=C(CCn1c(=O)[nH]c2ccsc2c1=O)N1CCc2ccccc2C1	-2%	15%	14%	2	4%	0%	5%	10%	-16%
CCN1CCN(C(c2ccccc2OC)c2nnnn2C2CCCCC2)CC1 (centres undefined)	3%	9%	-11%	-3	-3%	-2%	9%	-5%	-18%
Cc1ccc(-c2cc(C(F)(F)F)c(C#N)c(=O)[nH]2)cc1	-3%	2%	56%[activator]	-10	-10%	-7%	0%	-9%	-10%
O=C(NCC(c1ccco1)N1CCN(c2ccccc2)CC1)OCc1ccccc1 (centres undefined)	-6%	11%	-11%	-8	-5%	3%	0%	-17%	-21%
Cn1c(=O)c2sccc2n2c(CCCC(=O)Nc3ccc(Oc4ccc(Cl)cc4)cc3)nnc12	0%	?	?	2	-21%	?	/	-12%	-6%
Cc1ccc(Cl)cc1N1CCN(C(=O)C2CCN(S(=O)(=O)Cc3ccccc3)CC2)CC1	2%	-1%	-6%	-2	-7%	-19%	/	-4%	-16%
C/C=C/c1cc(CN2CCN(c3ccccc3)CC2)c(O)c(OC)c1	-17%	-11%	-11%	-6	-14%	-16%	0%	?	-18%
CCN1CCN(CCC(=O)Nc2ccc(Br)c(C)c2)CC1	11%	0%	-5%	3	11%	?	-1%	-9%	8%
CC(=O)Nc1ccccc1C(=O)C(=O)Nc1cccc(C(=O)NCc2ccc(C)cc2)c1	/	/	-11%	/	8%	0%	8%	/	/
CCC1CC(=O)CCN1S(=O)(=O)c1ccc(C)cc1 (centres undefined)	0%	12%	/	-18	/	2%	/	-15%	-5%
CC/C(=N\NC(=O)COc1ccc(Br)cc1)c1ccc(OC)c(OC)c1	-22%	11%	-14%	-12	4%	3%	-5%	-4%	-6%
NS(=O)(=O)c1ccc(CCNC(=O)COC(=O)c2nc(Cl)ccc2Cl)cc1	2%	-23%	/	3	/	2%	11%	-22%	11%
Brc1cc(Br)c2nc(-c3ccc(N4CCOCC4)cc3)ccc2c1	-1%	-15%	5%	6	3%	/	-1%	-22%	-3%
O=c1c2ccccc2c(C=NCCc2ccccc2)c(O)n1Cc1ccccc1	2%	-25%	117%[activator]	2	21%	0%	-6%	-15%	-22%
CCN(CC)c1ccc(/C=C/c2cc(-c3ccccc3)c3ccccc3n2)cc1	10%	?	10%	2	-18%	?	-1%	-5%	-15%
Cc1ccccc1CN1[C@@H](CC2CCCCC2)COCCS1(=O)=O	-7%	?	7%	4	3%	-7%	-2%	-18%	-22%&-5%
CC(=O)c1cnc2c(-c3ccccc3)cnn2c1C	3%	9%	3%	0	7%	0%	-6%	-21%	-14%
Cc1c(O)ccc(/C=N/Nc2nc(-c3cccnc3)nc3ccccc23)c1O	-3%	-11%&-12%	-6%	-2&-3	3%	14%	-2%	?	?
CC(=NNC(=O)c1cc(C)nc2ccccc12)c1ccc(N2CCOCC2)cc1	-3%	-3%	/	-9	/	-3%	-2%	8%	0%
CNC(=S)N(CCc1c(C)[nH]c2ccc(OC)cc12)Cc1cc(OC)c(OC)c(OC)c1	-5%	-12%	-4%	2	33%	0%	12%	-22%	11%
CCCCN(C(=O)c1cc2c(s1)CCC2)c1c(N)n(CCC)c(=O)[nH]c1=O	-6%	12%	/	-2	/	-12%	-38%	13µM*	?
CC(C)(C)C(=O)Nc1ccc(C(=O)COC(=O)c2ccccn2)cc1	9%	-7%	/	-1	/	0%	-3%	-22%	0%
CN(CC(=O)Nc1ccc(N2CCOCC2)cc1)C(=O)CSc1ccc(F)cc1	-16%	-8%	/	2	/	?	7%	-19%	-15%
COc1cc(OC)c2cc(C(=O)N[C@@H](Cc3ccccc3)C(=O)O)n(C)c2c1	-5%	0%[56.9 µM]	-3%	0	14%	-28%	14%	4%	-11%
O=C(NC1CCCC1)C(c1ccc(N2CCOCC2)cc1)N(Cc1ccco1)C(=O)c1ccco1 (centres undefined)	7%	13%	-2%	-2	4%	466%[activator]	-4%	-14%	4%
Cc1ccc(S(=O)(=O)N(Cc2c(F)cccc2Cl)C(=O)N2CCN(C)CC2)cc1	-2%	-5%	/	-7	/	-31%	-4%	-19%	-5%
Cc1ccc2[nH]c3c(N4CCN(Cc5ccccc5)CC4)ncnc3c2c1	-8%	0%	-13%	2	1%	-25%	7%	-3%	-11%
CN(C)c1ccc(NC(=O)c2ccc(COc3cccc(Cl)c3)o2)cc1	-3%	-27%	-22%	6	6%	?	-7%	-17%	-13%
N#Cc1ccc(N2CCN(c3ccc(F)cc3)CC2)cc1	4%	-21%[56.9 µM]	52%[activator]	-4	-26%	-20%	0%	4%	-12%
O=C(c1ccc([N+](=O)[O-])cc1[N+](=O)[O-])n1cnc2ccccc21	-4%	-23%	-6%	4	32%	-21%	-5%	-6%	12%
O=S(=O)(c1ccc2c(c1)OCCO2)N1CCC(c2nc3ccccc3s2)CC1	-10%	5%	-16%	-5	-1%	2%	-1%	1%	10%
Cn1cnnc1SCC(=O)c1ccc(OC(F)F)cc1	-5%	-47%	-12%	-2	4%	-15%	8%	1%	-5%
CCOCCCN1CC(=O)N2[C@@H](Cc3c([nH]c4ccccc34)C2(C)C)C1=O	-2%	7%	4%	-9	42%	2%	-5%	3%	-9%
CC(C)OC(=O)c1c(-c2ccc(C(C)C)cc2)csc1NC(=O)C1CCCO1 (centres undefined)	-2%	26%	2%	-4	-29%	19%	-7%	-8%	-8%
COCCCNC(=S)Nc1cccc2ncccc12	4%	-20%	-8%	32	2%	-4%	-3%	1%	-14%
O=c1[nH]c2ccc(S(=O)(=O)N3CCCCC3)cc2[nH]1	-13%	3%	-10%	-6	-7%	3%[57.4 µM]	-8%	-8%	-8%
Cc1nn(-c2ccccn2)c2c1C(c1ccncc1)C1=C(CC(C)(C)CC1=O)N2 (centres undefined)	-1%	-2%	88%[activator]	3	2%	23%	0%	0%	-13%
O=C1NC(c2ccccc2)=C(c2nc3ccccc3s2)C(c2ccc(O)cc2)N1 (centres undefined)	5%	-34%	-13%	3	11%	/	-12%	-15%	-2%
CCCNC(=O)COc1nc2ccccc2nc1N1CCOCC1	-10%	5%	6%	8&-6	22%	-1%&-27%	0%	-2%	5%
CCCc1ccc(OC(=O)CSc2nnc(-c3cccs3)o2)cc1	-4%	-10%	-8%	0	-9%	0%	/	-20%	-7%
CCOc1ccc(OCCOCCN2CCCC2)cc1	5%	8%	-5%	-14	-5%	?	-12%	-18%	-1%
CSc1ncccc1C(=O)OCC(=O)c1ccc(S(=O)(=O)N2CCCCC2)cc1	/	27%	/	-6	/	-12%	8%	-13%	-8%
CCOC(=O)C1CCCN(C(=O)c2ccc(S(=O)(=O)NCc3ccco3)cc2)C1 (centres undefined)	-4%	7%	/	-5	/	?	37%	2%	-5%
COc1cccc(CCNC(=O)CCc2nnc(-c3ccc4c(c3)OCO4)o2)c1	-5%	-7%	?	-5	20%	-24%	25%	4%	8%
CCc1ccccc1NC(=O)Cn1c(=O)n(CC(=O)NCCc2ccccc2)c(=O)c2ccccc21	-6%	-8%	0%	-5	27%	-7%	/	4%	5%
COC(=O)c1nn(-c2cccc(C)c2)c2nnc(Cc3ccccc3)c(=O)n12	-3%	-41%	-20%	-3	47%	1%	-11%	-12%	-15%
CC1=C/C(=C(\c2ccc(O)c(C)c2)c2ccccc2S(=O)(=O)O)C=CC1=O	0%	-19%	-1%	-2	?	6.3µM*	59%[activator]	-7%	-5%
CCCCNC(=S)Nc1ccc(-c2nc3ccc(C)cc3s2)cc1	2%	-28%	-10%	-3	-13%	-15%	3%	-9%	5%
CCCCC(CC)C(=O)Nc1ccc(Nc2ccccc2)cc1 (centres undefined)	-5%	-7%	?	-6	0%	1%	2%	-6%	-11%
COc1ccc(Cl)cc1S(=O)(=O)Oc1ccc(NC(C)=O)cc1	3%	5%	-5%	-2	1%	-6%	-1%	-8%	-13%
Cc1ccc2nc(SCC(=O)NCCCN3CCCC3=O)[nH]c2c1	1%	-5%	/	1	/	0%	12%	-17%	7%
CC1Cc2nc(SCC(=O)Nc3ccc(F)cc3F)n(C)c(=O)c2S1 (centres undefined)	/	-7%	-18%	3	-24%	-6%	-9%	-8%	-6%
CCN(CC)C(=O)CSc1nnc2c3ccccc3n(C)c2n1	13%	-35%	0%	-2	?	10%	7%	0%	2%

Some of the compounds tested (hit frequency here may not be typical).
